SENP8 block – blocks human SENP8 cleavage of Nedd8 substrate | Q96LD8 | recombinant SENP8, Nedd8 substrate fluorescence | inhibition, % at 20 µM | 0.64% of 360,000 active; in the data active = inhibition mostly above about 40%, no sharp cut-off; inactive = mostly below about 27%
Target sequence (Q96LD8 whole entry, looked up): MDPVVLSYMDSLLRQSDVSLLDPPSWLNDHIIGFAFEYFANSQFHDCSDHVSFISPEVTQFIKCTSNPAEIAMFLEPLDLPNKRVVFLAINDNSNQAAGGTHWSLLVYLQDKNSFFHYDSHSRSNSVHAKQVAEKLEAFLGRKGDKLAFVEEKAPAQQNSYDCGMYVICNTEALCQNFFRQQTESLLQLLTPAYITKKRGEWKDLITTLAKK
NR3A LBD binder – modulators (binders) of human NR3A ligand-binding domain | NR3A LBD differential scanning fluorimetry, Tm shift; 0% = protein alone, 100% = glycine-bound protein | Tm shift relative to glycine control, % at 25 µM | 2.5% of 340,000 active | AID 1259313;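 active = melting temperature shift of at least 10% of the positive control shift, at one fixed dose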
SENP7 inh – blocks the human protease SENP7; recombinant SENP7, Z-RLRGG-aminoluciferin luminescence, 40 min; inhibition, % at 5 µM; 1.5% of 330,000 active;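 active = inhibition above about 50% at the single test dose, limit read from the data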;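 also: plate controls were DMSO with enzyme for no effect and no enzyme buffer wells for full effect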
HKDC1 inh – blocks human hexokinase HKDC1 activity; Q2TB90; recombinant HKDC1, G6PDH/diaphorase resazurin coupled fluorescence; inhibition, % at 20 µM; 0.16% of 340,000 active;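 active = inhibition above about 35% when tested at 20 µM, limit read from the data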;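 also: plate controls were DMSO wells with enzyme for no effect and DMSO wells lacking enzyme for full effect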
Target sequence (Q2TB90 whole entry, looked up): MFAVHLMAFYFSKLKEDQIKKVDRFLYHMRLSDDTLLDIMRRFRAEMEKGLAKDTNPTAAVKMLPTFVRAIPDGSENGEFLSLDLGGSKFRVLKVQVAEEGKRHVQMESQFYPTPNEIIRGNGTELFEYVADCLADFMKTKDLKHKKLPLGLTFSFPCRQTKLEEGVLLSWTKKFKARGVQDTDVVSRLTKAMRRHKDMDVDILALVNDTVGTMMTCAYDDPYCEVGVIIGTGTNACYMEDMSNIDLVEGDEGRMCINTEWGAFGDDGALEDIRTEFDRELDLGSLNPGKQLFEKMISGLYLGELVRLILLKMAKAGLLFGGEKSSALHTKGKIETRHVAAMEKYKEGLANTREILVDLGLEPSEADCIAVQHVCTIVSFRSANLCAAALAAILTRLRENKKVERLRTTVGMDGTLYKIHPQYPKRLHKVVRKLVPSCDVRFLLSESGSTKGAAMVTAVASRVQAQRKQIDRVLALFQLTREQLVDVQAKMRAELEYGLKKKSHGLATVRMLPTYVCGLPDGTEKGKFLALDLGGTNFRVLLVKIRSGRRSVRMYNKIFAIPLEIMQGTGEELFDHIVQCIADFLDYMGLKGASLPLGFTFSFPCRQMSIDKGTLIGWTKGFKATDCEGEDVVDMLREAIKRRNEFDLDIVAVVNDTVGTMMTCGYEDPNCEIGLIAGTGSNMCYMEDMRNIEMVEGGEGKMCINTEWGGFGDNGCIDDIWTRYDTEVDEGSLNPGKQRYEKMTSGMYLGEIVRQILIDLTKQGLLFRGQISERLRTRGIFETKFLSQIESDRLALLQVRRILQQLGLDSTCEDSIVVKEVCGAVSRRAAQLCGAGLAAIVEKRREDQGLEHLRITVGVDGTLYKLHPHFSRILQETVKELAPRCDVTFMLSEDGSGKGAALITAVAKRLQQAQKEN
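Test system: recombinant HKDC1 (HK5) hexokinase enzyme, produced in-house / Doses: 20 µM test compound, 1% DMSO / Timing: 90 min, room temperature / Detection: G6PDH/diaphorase-coupled fluorescence, 1 mM NADP, 100 µM resazurin, 525/613 nm / Control set: DMSO wells with and without enzyme mix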
SENP6 block – inhibitors of human SENP6 protease; AID 2599; 1.8% of 330,000 active; Recombinant SENP6 catalytic domain, aminoluciferin luminescence; inhibition, % at 10 µM;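 active = inhibition above about 50% at the single tested dose, limit read from the data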;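 also: plate controls were DMSO wells with enzyme for no effect and DMSO wells lacking enzyme for full effect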
MPTP inh – permeability transition pore inhibition; isolated mouse mitochondria, Ca2+ swelling absorbance, 30 min; inhibition, % at 10 µM; 1.4% of 360,000 active; AID 602449;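 active = inhibition of 50% or more, scaled per plate between neutral and stimulator controls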;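 also: 0% = DMSO wells given calcium and 100% = 1 mM EGTA wells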
PfGluPho inh – PfG6PD (Plasmodium falciparum) enzyme inhibition; PfGluPho enzyme, NADPH resazurin-diaphorase fluorescence; inhibition, % at 20 µM; 0.78% of 350,000 active;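 active = inhibition reaching at least a set limit at 20 µM in the primary screen, cut at about 59% in these data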;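 also: 0% = DMSO wells with substrate and 100% = DMSO wells lacking glucose-6-phosphate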
ATG4B inhibitor – ATG4B (human) cysteine protease inhibition. 0.51% of 340,000 active. ATG4B cleavage of LC3-PLA2, NBD-HPC fluorescence, 1 h. inhibition, % at 8.33 µM. Q9Y4P1; in the data active = inhibition above about 40%
Numbers without * were called inactive; / = not tested or not shown.

SMILES | SENP8 block | NR3A LBD binder | SENP7 inh | HKDC1 inh | SENP6 block | MPTP inh | PfGluPho inh | ATG4B inhibitor
CCC1=NN2C(=N)/C(=C/c3cc(C)n(Cc4ccccc4)c3C)C(=O)N=C2S1 | -157 | -11 | 16 | 5 | -8 | 9.7 | -30 | -7
CN(C)CC#CCC(O)(c1ccccc1)c1ccccc1 | 25 | 0 | 7 | 7 | -18 | 3.2 | -2 | -6
COc1ccc(-c2c3c(=O)n(C)c(=O)n(C)c3cn2-c2ccccc2O)cc1 | -451 | -1 | 0 | 11 | -9 | -0.3 | -9 | -3
COCCNC(=O)[C@@H]1CCCN1S(=O)(=O)c1cccc2cccnc12 | 9 | 1 | 5 | -4 | -10 | -0.9 | 0 | -2
Cc1cccc(C(=O)Nc2nnc(-c3ccc(C(C)(C)C)cc3)s2)c1 | -143 | -8 | 4 | 2 | -6 | 8.7 | -12 | -5
Nc1nc(NCCN2CCOCC2)nc(NCc2ccccc2)c1[N+](=O)[O-] | 29 | 0 | 0 | 0 | 0 | -2.1 | -5 | -2
CSc1nnc(-c2ccccc2)o1 | 7 | 0 | -4 | 7 | -10 | -0.8 | -9 | 0
O=C(O)c1ccc(N/N=C/c2ccc(OC(=O)c3ccccc3Cl)cc2)cc1 | -22 | -2 | 47 | 9 | 91* | -10 | -9 | 94*
C[C@@H]1C=C(C(=O)NCc2ccccc2)O[C@H](OCc2ccc(CO)cc2)C1 | 12 | 1 | 6 | 0 | -30 | 2.5 | 2 | -10
N#CCSc1nc2c(sc(=S)n2Cc2ccco2)c(=O)n1-c1ccc(F)cc1 | 8 | -15 | -7 | 2 | -6 | -0.3 | 56 | 8
CCCn1cnc2c(SCCc3ccccc3)nc(N)nc21 | -234 | 0 | / | -6 | / | -0.5 | 5 | -11
CC1=NN(c2ccccc2)C(=O)/C1=C\c1sccc1C | 18 | 1 | -6 | 5 | -3 | 1.4 | 6 | -7
O=C(CCn1c(=O)c2ccccc2n(CC(=O)NCCC2=CCCCC2)c1=O)NCc1ccco1 | 11 | -5 | 6 | -4 | -13 | -1.8 | 0 | -7
Cc1ccsc1CNCc1cc(Cl)ccc1O | 9 | -2 | 13 | -5 | 0 | 2.5 | 7 | 11
O=C(CSc1nnc(-c2cccnc2)o1)Nc1ccccc1Br | 10 | -1 | 2 | -7 | -16 | -0.9 | 10 | -3
CC(=O)Nc1ccc(C(=O)CSc2nnnn2C2CCCC2)cc1 | 10 | 1 | 3 | -6 | 7 | -2.2 | -17 | -1
Cc1ccccc1C(=O)N1CCC(C(=O)Nc2ccc3c(c2)OCO3)CC1 | -2 | -1 | 3 | 4 | -2 | -0.2 | -2 | -6
COC(=O)C1=C(C(=O)OC)[C@@H]2N(C)c3ccccc3[C@@]23C[C@@H](C(=O)OC)N(C(=O)COCc2ccccc2)C3=N1 | 12 | -2 | -2 | 2 | -12 | -1.8 | 18 | 10
CCOC(=O)/C(C#N)=C\c1ccc(N2CCN(C)CC2)cc1 | -40 | 3 | 3 | 6 | -4 | 0.4 | -3 | -11
O=C(N/N=C/c1ccc2c(c1)OCO2)C(=O)Nc1cccc(Cl)c1 | -73 | -1 | 0 | -1 | 5 | -0.7 | -11 | 3
CCC(=O)c1ccc(OCC(=O)Nc2ccccc2N2CCOCC2)cc1 | -5 | -1 | -5 | -4 | -1 | 0.9 | -6 | 5
COc1ccc(Cn2nnnc2C(c2ccccc2)N2CCN(C3CCCC3)CC2)cc1 (configuration not stated) | 18 | -4 | / | -12 | / | -0.8 | -9 | 0
O=C(CNC(=O)c1cccc(Br)c1)N/N=C/c1ccc[nH]1 | -6 | 7 | 5 | -6 | 5 | -2.8 | -2 | -4
CC1CCCCC1NC(=O)C1CCC(CNS(=O)(=O)c2ccc(F)cc2)CC1 (configuration not stated) | 18 | 0 | 0 | -8 | -14 | 0.6 | -7 | -6
N#Cc1cc(Oc2ccccc2)c(-n2nnc3ccccc32)cc1C#N | 4 | 3 | 1 | -4 | 7 | 1.6 | 0 | -10
COc1ccc(N2CCN(C(=O)COc3ccc4c(C)cc(=O)oc4c3C)CC2)cc1 | -12 | -1 | -3 | -7 | -20 | -3.2 | -6 | -10
Cc1cccc(OCCCC(=O)NCc2ccco2)c1 | 13 | -1 | -8 | -6 | -13 | -0.8 | -4 | -3
CCSc1nc(C)c(C)c(=O)[nH]1 | 17 | 1 | -3 | -5 | -12 | 0.0 | 4 | 4
O=C(NNc1c(F)c(F)cc(F)c1F)c1ccco1 | 11 | 3 | 7 | 0 | 9 | -1.0 | 8 | -12
COc1nc2c(C)cccc2cc1-c1noc(-c2ccco2)n1 | -227 | -4 | 4 | 2 | -8 | 5.0 | -12 | 2
CCC(=O)Nc1ccc(NC(=O)c2ccco2)c(OC)c1 | 19 | 1 | 5 | 3 | 2 | 0.6 | 6 | -7
COc1ccc(NC(=O)CSc2nnc(Cc3ccccc3)c(=O)n2N)c(OC)c1 | 18 | 1 | 12 | 7 | -22 | -0.2 | 13 | -8
CCOC(=O)C1=C2SCC(=O)N2C(N)=C(C#N)C1 | -19 | 1 | 6 | -5 | -1 | -5.4 | -32 | -2
C=CCN1C(=O)C2(OCCCO2)c2cccc(C)c21 | 0 | 2 | 3 | -2 | 15 | 0.9 | -12 | 2
CC(=O)N(C)c1ccc(NC(=O)/C=C/c2ccccc2Cl)cc1 | 22 | -8 | 2 | -2 | -4 | 0.7 | 2 | 1
CCN(CC)S(=O)(=O)c1cccc(NC(=O)/C=C/c2ccc([N+](=O)[O-])cc2)c1 | 15 | -6 | 6 | -13 | 10 | 12 | 4 | -4
COc1ccccc1-c1nc(SCC(=O)N2CCOCC2)n[nH]1 | 2 | 0 | -11 | -6 | -32 | 0.9 | 9 | 1
Fc1ccc(Nc2nnns2)cc1 | 11 | -2 | 1 | -2 | -14 | 8.5 | 47 | 1
COc1ccc(C2=NOC(C(=O)Nc3cc(C)on3)C2)cc1 (configuration not stated) | 7 | -1 | -14 | -5 | -5 | -0.7 | 2 | 6
CCOc1ccc(NC(=O)CN(C)C(=O)CC2OC(=O)c3ccccc32)cc1OCC (configuration not stated) | 13 | 0 | -4 | -2 | -4 | -2.4 | -1 | -6
CCCCn1c(N)c(N(CC(C)C)C(=O)Cc2ccc3c(c2)OCCO3)c(=O)[nH]c1=O | -18 | 1 | -1 | 2 | -3 | 0.8 | -11 | -14
CC(=O)Nc1ccc(NC(=O)C(C)OC(=O)CCCOc2ccc(Cl)cc2C)cc1 (configuration not stated) | 3 | -11 | -7 | -2 | -2 | -0.4 | 11 | -11
O=C(CCCCCn1c(=S)[nH]c2cc3c(cc2c1=O)OCO3)N1CCN(c2ccc(F)cc2)CC1 | 2 | 12* | 7 | -5 | 12 | -0.8 | -16 | 14
Fc1ccc2[nH]c3c(N4CCSCC4)ncnc3c2c1 | -399 | -1 | 2 | 4 | 5 | 81* | 20 | -2
COc1ccc(CNC(=O)C2COc3ccccc3O2)cc1 (configuration not stated) | 21 | 3 | 10 | -6 | -12 | 0.2 | 13 | -1
CN(C)c1ccc(/C=[N+](\[O-])C2N(c3ccccc3)C(=S)SC2(C)C)cc1 (configuration not stated) | 18 | -2 | 2 | -2 | 15 | 1.2 | -15 | 3
O=C(NNC(=O)c1cnccc1C(F)(F)F)c1ccc(Cl)cc1 | 8 | -4 | -9 | -3 | -15 | 2.4 | 2 | -11
Cn1c(CN2CCCC2)nc2cc(NC(=O)c3ccc(Cl)cc3)ccc21 | -63 | -1 | -1 | 1 | -11 | -0.1 | 3 | -5
O=C(c1ccc(F)cc1)N(c1ccccn1)C1CCCCC1 | 8 | -1 | 5 | -6 | 8 | -0.2 | -10 | -23
C=CC(C)(C)c1c(O)c(CC=C(C)C)c(O)c2c(=O)c3ccc(O)c(O)c3oc12 | 10 | 33* | 14 | 6 | -9 | 85* | 0 | 18
COC(=O)c1cc(=O)n(Cc2ccc(F)cc2)c(=NCc2ccc(F)cc2)s1 | 4 | 1 | -5 | 1 | 7 | 0.9 | 10 | 8
COC(=O)c1cc2nc(-c3ccccc3)cc(C(F)(F)F)n2n1 | -293 | -1 | -7 | -9 | -10 | 2.2 | 9 | -10
CC1CCCCC12NC(=O)N(CC(=O)c1ccc[nH]1)C2=O (configuration not stated) | -29 | -1 | 1 | 3 | -19 | 0.5 | 10 | 0
CSCC[C@H](NC(=O)N1CCn2c1nc1ccccc12)C(=O)N[C@H](Cc1ccccc1)C(=O)O | 49* | 1 | 12 | -6 | -1 | -2.0 | 1 | -26
CCOc1ccc(C(=O)NCc2ccccn2)cc1 | 5 | 1 | -2 | -9 | -16 | -0.6 | -1 | 7
Cc1cc(C)n2nc(CC#N)c(C#N)c2n1 | -6 | -3 | 9 | -16 | -5 | -0.8 | 7 | -2
Cc1ccc(S(=O)(=O)C2(C(=O)NC3CCCCC3)CC2)cc1 | 19 | 26* | -1 | -5 | -10 | -0.4 | -11 | 4
Cc1cc(C)cc(OCc2nc3ncc(Br)cc3[nH]2)c1 | 1 | -2 | -1 | -2 | 5 | 0.5 | 4 | 8
COc1cc(C(=O)Nc2cccc(S(=O)(=O)N3CCCC3)c2)cc(OC)c1C | 4 | -7 | 5 | 4 | -1 | 7.5 | 60* | -4
COc1ccccc1Nc1nnc(SCC(=O)N2CCCC2=O)s1 | 12 | 7 | 18 | 13 | 17 | -0.3 | -10 | 4
Going on with the list:
SMILES | SENP8 block | NR3A LBD binder | SENP7 inh | HKDC1 inh | SENP6 block | MPTP inh | PfGluPho inh | ATG4B inhibitor
O=C(Nc1ccccc1Cl)NC1(C(=O)NCCCN2CCOCC2)CCCCC1 | 17 | 2 | 0 | -5 | -8 | -0.4 | 5 | 4
Cc1ccc2[nH]c(=O)c(C3C(C#N)=C(N)Oc4c3ccc3cccnc43)cc2c1 (configuration not stated) | -94 | -1 | 2 | 0 | -6 | 0.6 | 19 | -3
Cc1c(C)n2c(SCC(=O)N3CCCCC3)nnc2[nH]c1=O | 2 | 0 | 0 | -2 | -1 | 0.1 | 14 | -4
O=C(CSCc1ccc(Cl)cc1Cl)Nc1nccs1 | 13 | -1 | 2 | -8 | 2 | 3.1 | 23 | -13
O=C1N(c2ccccc2)C[C@@H]2C[C@@H](c3cccc4c3OCO4)N3CCC[C@@]123 | 10 | -3 | 5 | -9 | -2 | 0.2 | 4 | 5
Cc1cccn2c(=O)c(C(=O)NCCCN3CC(C)CC(C)C3)c(O)nc12 (configuration not stated) | -332 | 0 | -4 | -4 | -5 | -1.4 | 2 | 4
CC1(C)Cc2nc3sc(C(=O)NCCCO)c(N)c3cc2CS1 | -268 | -3 | 7 | -8 | 7 | -1.2 | 18 | -6
CCOc1cc(C(N)=O)cc(Br)c1OCc1ccccc1 | 4 | -1 | 4 | -9 | 9 | 0.6 | 7 | 46*
CCCCOc1ccc(N(CC(=O)NCCOC)C(=O)CCC(=O)Nc2ccccn2)cc1 | -8 | 0 | 1 | -9 | 7 | 1.1 | 2 | -8
CCN(CC)C(=O)CSc1nnc(COc2ccccc2)n1N | 9 | -2 | 8 | -6 | 7 | -0.3 | -1 | 7
COc1ccc(-c2nc3ccccc3c(=O)n2NC(=O)c2cccnc2Cl)cc1OC | 4 | -2 | 1 | -14 | -6 | -0.2 | 2 | -4

Entries from the list above containing a cyano group:
SMILES | SENP8 block | NR3A LBD binder | SENP7 inh | HKDC1 inh | SENP6 block | MPTP inh | PfGluPho inh | ATG4B inhibitor
N#CCSc1nc2c(sc(=S)n2Cc2ccco2)c(=O)n1-c1ccc(F)cc1 | 8 | -15 | -7 | 2 | -6 | -0.3 | 56 | 8
CCOC(=O)/C(C#N)=C\c1ccc(N2CCN(C)CC2)cc1 | -40 | 3 | 3 | 6 | -4 | 0.4 | -3 | -11
N#Cc1cc(Oc2ccccc2)c(-n2nnc3ccccc32)cc1C#N | 4 | 3 | 1 | -4 | 7 | 1.6 | 0 | -10
CCOC(=O)C1=C2SCC(=O)N2C(N)=C(C#N)C1 | -19 | 1 | 6 | -5 | -1 | -5.4 | -32 | -2
Cc1cc(C)n2nc(CC#N)c(C#N)c2n1 | -6 | -3 | 9 | -16 | -5 | -0.8 | 7 | -2
Cc1ccc2[nH]c(=O)c(C3C(C#N)=C(N)Oc4c3ccc3cccnc43)cc2c1 (configuration not stated) | -94 | -1 | 2 | 0 | -6 | 0.6 | 19 | -3

Screening results (PubChem)
